UGM FP inh = inhibitors of M. tuberculosis UDP-galactopyranose mutase | purified UGM, fluorescence polarization probe displacement | P9WIQ1 | inhibition, % at 10 µM | 320,000 tested, 0.06% active; in the data active = inhibition above about 10%, passing the limit was not always enough; inconclusive = no clear call, values can overlap the other calls
Target sequence (P9WIQ1 whole entry, looked up): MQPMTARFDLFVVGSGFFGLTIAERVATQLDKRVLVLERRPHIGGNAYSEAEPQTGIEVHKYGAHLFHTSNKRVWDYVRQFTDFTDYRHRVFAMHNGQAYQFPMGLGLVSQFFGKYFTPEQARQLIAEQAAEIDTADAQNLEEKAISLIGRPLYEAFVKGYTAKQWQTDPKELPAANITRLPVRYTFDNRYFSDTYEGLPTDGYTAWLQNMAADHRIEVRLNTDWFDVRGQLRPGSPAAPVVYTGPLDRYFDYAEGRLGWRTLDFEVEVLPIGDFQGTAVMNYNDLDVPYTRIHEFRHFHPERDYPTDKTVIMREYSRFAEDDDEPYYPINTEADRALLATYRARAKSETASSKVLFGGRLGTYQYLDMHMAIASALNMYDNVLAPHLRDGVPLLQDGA
Mtb BioA inh = BioA (M. tuberculosis) enzyme inhibition; inhibition, % at 9.99 µM; 360,000 tested, 0.096% active; purified M. tuberculosis BioA enzyme, plate reader; in the data active = inhibition above about 40%; inconclusive = no clear call, values can overlap the other calls
Rv3671c protease = inhibitors of M. tuberculosis serine protease Rv3671c. P9WHR9. inhibition, % at 5.96 µM. 320,000 tested, 0.048% active. AID 2606; in the data active = inhibition above about 38%;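 also: extracellular domain of Rv3671c used as enzyme; 0% = enzyme with DMSO and 100% = no enzyme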
Mtb FBA inh = inhibits M. tuberculosis FBA enzyme. P9WQA3. purified M. tuberculosis FBA, fluorescence read-out. 360,000 tested, 2.3% active. inhibition, % at 1 µM; in the data active = inhibition above about 27%;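 also: 0% = vehicle and 100% = reference inhibitor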
Target sequence (P9WQA3 whole entry, looked up): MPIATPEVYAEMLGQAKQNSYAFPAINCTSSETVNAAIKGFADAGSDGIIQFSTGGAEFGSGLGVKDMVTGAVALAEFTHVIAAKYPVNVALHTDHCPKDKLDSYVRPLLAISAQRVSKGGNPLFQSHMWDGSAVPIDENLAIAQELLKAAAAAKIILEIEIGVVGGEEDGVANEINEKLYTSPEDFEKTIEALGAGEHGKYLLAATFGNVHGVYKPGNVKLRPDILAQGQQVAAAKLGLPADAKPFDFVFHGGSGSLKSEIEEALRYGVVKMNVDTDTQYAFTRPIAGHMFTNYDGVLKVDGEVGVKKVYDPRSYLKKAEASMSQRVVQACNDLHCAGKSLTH
FadD28 binding = inhibitors of Mycobacterium tuberculosis FadD28 bisubstrate binding. inhibition, % at 12.5 µM. FadD28 bisubstrate probe binding, fluorescence polarization. 360,000 tested, 0.22% active; in the data active = inhibition above about 8.5%, passing the limit was not always enough; inconclusive = no clear call, values can overlap the other calls
GDH-TPI inh = inhibits GDH-TPI coupling enzymes, artifact for Mtb FBA screen. 360,000 tested, 1.2% active. AID 588335. GDH-TPI coupled enzyme counterscreen, NADH absorbance. inhibition, % at 4.8 µM; in the data active = inhibition above about 30%;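 also: 0% = DMSO wells and 100% = wells lacking the enzyme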
PrPC TRFRET = inhibitors of human cell surface prion protein PrPC; P04156; TR-FRET read-out; inhibition, % at 13.8 µM; 370,000 tested, 0.43% active; AID 720596; in the data active = inhibition above about 24%; also: 0% = median of the test wells and 100% = reference compound wells
BoNT-F LC inh = blocks Botulinum neurotoxin F light chain protease; Multiplex microsphere protease cleavage assay, flow cytometry; inhibition, % at 10 µM; 360,000 tested, 0.22% active; in the data active = inhibition above about 35%, passing the limit was not always enough; inconclusive = no clear call, values can overlap the other calls; also: plate controls were buffer without enzyme for full effect and enzyme alone for no effect
MazF activator = increases E. coli MazEF RNase cleavage of RNA. P0AE70. activation, % at 20 µM. 350,000 tested, 0.32% active. AID 504720. FAM/BHQ RNA-DNA oligo cleavage fluorescence, 5 h; in the data active = activation above about 50%
Target sequence (P0AE70 whole entry, looked up): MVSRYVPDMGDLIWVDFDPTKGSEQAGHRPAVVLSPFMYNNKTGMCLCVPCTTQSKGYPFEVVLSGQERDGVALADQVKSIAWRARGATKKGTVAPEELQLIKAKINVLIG
* hit, by the source's call; ? = inconclusive; nt = not tested or not shown.

Values in the order: UGM FP inh	Mtb BioA inh	Rv3671c protease	Mtb FBA inh	FadD28 binding	GDH-TPI inh	PrPC TRFRET	BoNT-F LC inh	MazF activator
CN(C)C(=O)CSc1nc2ccc(C(=O)c3ccccc3)cc2[nH]1
 : 2.5	11	1	-1	-1.7	16	-2	-6	9
Cn1nc(C(F)(F)F)c(C(=O)Nc2ccc(F)cc2F)c1Sc1ccc(Cl)cc1
 : -0.6	-0.1	-4	5	-2.3	-2	4	-1	-1
O=C1c2ccccc2C(=O)C1c1ccccc1F
 : -1.7	-1.1	-10	2	-0.8	13	1	8	12
CCOC(=O)c1[nH]c(C)c(C(=O)OCC(=O)NC(=O)NC(C)(C)C)c1C
 : 2.4	-2.9	3	-3	-5.5	-11	5	4	2
CCCn1c2ccccc2c2cnn(CC(=O)NC3CCCCC3)c(=O)c21
 : 3.3	-1.2	-5	11	-0.4	13	1	1	-27
COc1ccc(-c2ccc(CCC(=O)O)n2C(C)C)cc1
 : -2.3	0.8	-8	32*	-4.7	13	12	-6	1
O=C(Nc1ccccc1N1CCOCC1)c1ccc([N+](=O)[O-])s1
 : 1.6	0.6	10	-2	-0.8	21	-31	-8	-2
O=C(c1ccc2c(=O)n(-c3ccccc3)c(=S)[nH]c2c1)N1CCCCC1
 : 0.6	nt	1	-2	-2.7	16	11	-10	1
CSc1ccccc1NC(=O)CN(C)C(C)C(=O)NCc1ccc2c(c1)OCO2 (stereo unspecified)
 : -1.3	-1.8	-8	2	-0.6	0	-7	10	4
COc1cccc(C(=O)NNC(=O)c2ccccc2-n2cccc2)c1
 : 1.5	1.7	2	0	-1.1	3	2	7	2
Cc1cccn2c(=O)nc(SCC(=O)N3N=C(c4cccs4)CC3c3ccc(F)cc3)nc12 (stereo unspecified)
 : nt	nt	nt	5	-2.5	17	-4	9	-6
COc1cc(SC)ccc1C(=O)Nc1cccc(S(=O)(=O)NC2=NCCCCC2)c1
 : -0.6	1.1	2	-1	-4.5	1	9	3	4
CCCCc1cc(=O)oc2c(C)c(OCC(=O)N3CCC(C(=O)O)(c4ccccc4)CC3)ccc12
 : 7.7	2.3	2	35*	-4.2	17	1	-4	17
O=C(CCCN1C(=O)/C(=C\c2ccco2)SC1=S)Nc1cccc2ccccc12
 : 0.6	nt	-35	-6	-1.1	16	-4	-4	3
COc1ccc(C(=O)CSc2nnc(CNC(=O)c3ccc(OC)cc3)n2C)cc1
 : 1.1	-0.6	5	0	-3.4	2	5	-1	6
COc1ccccc1N1CCN(C(=O)c2cc(-c3ccc(Cl)c(Cl)c3)on2)CC1
 : -1.6	nt	2	-1	1.2	8	0	-2	3
O=C(O)C1[C@H]2C(=O)N(Cc3cccs3)C[C@]23C=C[C@H]1O3 (stereo partly specified)
 : -0.6	-1.0	1	0	0.0	0	-1	-2	-3
C=CCn1c(-c2sc3nc(C)cc(C)c3c2N)n[nH]c1=S
 : 2.4	0.6	6	4	-2.4	4	-11	nt	4
O=c1c(Cl)c(N2CCN(c3ccccc3)CC2)cnn1C12CC3CC(CC(C3)C1)C2
 : -0.4	0.7	0	-1	-2.8	9	-9	-3	-10
O=C(NCc1ccco1)/C(=C\c1ccco1)NC(=O)c1ccccc1Cl
 : 0.1	-0.2	-2	-2	0.4	3	-5	-16	11

Other results:
Values in the order: UGM FP inh	Mtb BioA inh	Rv3671c protease	Mtb FBA inh	FadD28 binding	GDH-TPI inh	PrPC TRFRET	BoNT-F LC inh	MazF activator
COC(=O)c1ccc2c(=O)n(-c3ccccc3)c(SCN3C(=O)c4ccccc4C3=O)nc2c1
 : -2.1	-0.2	6	-2	-1.1	-1	3	-12	-5
Cc1nn(-c2cccc(Cl)c2)nc1C(=O)Nc1cccc(C(=O)NC2CC2)c1
 : 1.2	-2.3	-19	0	-2.6	7	-4	-11	-2
COc1cccc(CNC[C@H]2O[C@@H](n3cnc(C(N)=O)n3)[C@H](O)[C@@H]2O)c1OCc1ccc(F)cc1Cl
 : nt	-1.1	nt	0	-1.0	-3	-6	-9	6
Cc1ccc(NC(=O)CC2S/C(=N/c3nccs3)N(C)C2=O)cc1C (stereo unspecified)
 : -3.7	-1.2	-12	4	-1.9	16	3	-25	-10
Cc1ccc(N/C=C/C(=O)c2ccco2)c(O)c1
 : -1.1	nt	1	-8	-0.3	21	0	3	11
O=C(Nc1ccccc1)c1ccc(CN2CCC(Cc3ccccc3)CC2)cc1
 : 1.6	-2.2	2	3	0.9	9	-15	-1	39
O=S(=O)(Nc1ccccc1C(F)(F)F)c1ccc(-c2ccccn2)s1
 : -5.3	0.5	nt	1	1.0	12	1	4	0
Cc1ccc2cc(CN(CCCN3CCOCC3)C(=O)NC3CCCCC3)c(=O)[nH]c2c1C
 : 2.2	-9.7	-3	11	-1.0	13	-1	-2	5
O=C(Nc1cccc(NC(=O)c2ccc(-c3ccc(Br)cc3)o2)c1)c1ccco1
 : -0.3	-2.0	-71	3	-4.3	22	19	-4	15
COC(C[C@@H](O)CC(=O)COCc1ccccc1)OC
 : nt	-0.1	nt	-1	-1.3	-1	-7	-2	4
COC(=O)[C@H](Cc1ccccc1)NC(=O)NC(C)CCc1ccccc1 (stereo partly specified)
 : 2.5	-1.3	-9	77*	-0.9	3	-3	-3	7
Cc1cc(C)n2nc(C(=O)Nc3cccc(S(=O)(=O)N(C)c4ccccc4)c3)nc2n1
 : -0.4	nt	-3	5	-5.1	-5	-4	-4	5
CC1(c2ccccc2Br)NC(=O)N(CC(=O)Nc2ccc(S(N)(=O)=O)cc2)C1=O (stereo unspecified)
 : 0.7	-1.4	-25	2	1.3	-11	2	0	6
CCOc1ccc(NC(=O)CN(C)C(=O)c2cccnc2Sc2ccc(Cl)cc2)cc1OCC
 : 0.3	-0.2	5	-1	0.8	3	5	-6	-5
CCOC(=O)C1(CCOc2ccccc2)CCN(Cc2ccc(OC)cc2)CC1
 : -0.2	-0.5	-3	1	-5.0	-1	-6	?	-1
Cc1ccc(NC(=O)CSc2n[nH]c(-c3ccco3)n2)cc1
 : 3.3	-3.6	9	-3	-1.1	-1	10	1	7
COC(=O)NCC(c1ccco1)N1CCN(c2ccccc2)CC1 (stereo unspecified)
 : -0.1	nt	7	1	-0.3	5	-2	-5	3
Cc1ccc(C)n1CCN1CCN(CC(=O)Nc2ccc(S(N)(=O)=O)cc2)CC1
 : 2.3	-1.1	5	-2	-4.2	-2	3	20	-6
COc1ccc(-c2noc(C3CCCN(C(=O)c4ccccc4OC)C3)n2)cc1 (stereo unspecified)
 : 0.4	1.5	nt	2	-1.3	3	12	nt	8
COC(=O)CCC(=O)c1oc2ccc(OC)cc2c1N
 : 0.5	-0.4	2	4	-2.6	14	-6	-1	5

(further entries)
Values in the order: UGM FP inh	Mtb BioA inh	Rv3671c protease	Mtb FBA inh	FadD28 binding	GDH-TPI inh	PrPC TRFRET	BoNT-F LC inh	MazF activator
Cc1ccc2cn[nH]c2c1NC(=S)NC(=O)c1ccccc1
 : -1.3	1.3	-6	0	-1.0	0	10	3	1
COc1ccccc1NC(=O)Nc1ccnn1C1CCN(C(=O)c2cccnc2)CC1
 : 4.2	-0.7	0	-2	0.6	5	7	nt	-2
CC(=O)c1ccc(C(=O)N2CCCC(C(=O)c3ccc(Cl)cc3)C2)s1 (stereo unspecified)
 : -2.6	49*	-5	-1	-4.5	-6	0	2	4
CCOC(=O)N1CCN(c2c(NCCN3CCN(c4ccccc4F)CC3)c(=O)c2=O)CC1
 : 2.9	1.5	9	-1	-3.3	3	6	-5	-2
Cc1cc(NC(=O)CCC(=O)N(c2cccc(F)c2)C(C(=O)NC2CCCC2)c2ccc(C)o2)no1 (stereo unspecified)
 : 2.7	-2.5	-2	-2	-3.6	-1	3	-8	6
CSc1ccccc1C(=O)OCC(=O)N1CCCC1=O
 : -3.7	-0.6	0	3	-0.2	15	10	1	13
COC(=O)c1cc(-c2ccc(C)o2)nc2ccccc12
 : 0.3	-0.6	-2	2	-0.9	11	-15	-7	8
CCOC(=O)C1CCN(C(=O)NS(=O)(=O)c2ccc(C)cc2)CC1
 : 1.0	-1.2	-10	1	-3.0	-2	-8	1	-6
COc1ccc(NC(=O)CN(C)S(=O)(=O)c2cccc3nsnc23)cc1OC
 : -4.2	1.0	-11	-1	0.9	7	-31	-22	3
NS(=O)(=O)c1ccc(CCNC(=O)NC2CCCCC2)cc1
 : -3.7	nt	1	3	-1.4	-8	0	2	9
COc1ccccc1OCCC(=O)OCC(=O)Nc1cccc(Br)c1
 : nt	nt	-1	-7	-1.5	-3	7	1	6
Cc1nc2ncnn2c(Nc2ccc3c(c2)OCCO3)c1C
 : 3.2	6.5	-7	3	2.0	21	-3	6	4
COc1ccc(N2C(=O)CSC2c2ccc3c(c2)OCO3)cc1 (stereo unspecified)
 : 1.0	5.6	5	-3	0.9	-3	4	-2	7
Cc1ccc(C)c(S(=O)(=O)Nc2ccc3oc(C)c(C(=O)O)c3c2)c1
 : -1.2	-1.3	8	7	-0.8	6	0	7	7
C/C(=N\NC(=O)c1ccccc1C)c1ccc(NC(=O)c2cccs2)cc1
 : -1.8	0.7	3	-1	-0.9	16	4	1	8
Nc1c(C(=O)NCc2ccc3c(c2)OCO3)nnn1Cc1cccc(F)c1
 : 0.8	-1.5	-1	1	-1.4	1	1	0	-9
O=C(COC(=O)C1CCN(/C=C/C(=O)C(F)(F)F)CC1)Nc1cccc(F)c1
 : 0.3	nt	1	0	-0.7	25	4	-2	6
COc1ccc(-c2oc3ccccc3c2C#CC(C)(C)O)cc1
 : -2.5	-0.8	-9	21	-3.7	13	14	-4	-6
O=C(O)Cn1cc(C(=O)c2ccco2)c2ccccc21
 : 2.0	3.3	-21	-4	-3.2	32*	1	-3	6
Cn1c(=O)c2c(nc(N3CCCCC3)n2CCSc2nc3ccccc3s2)n(C)c1=O
 : 0.6	-1.2	3	-5	-1.0	14	2	-4	-8

Sorted by SMILES length (low to high): three of the compounds above.
Values in the order: UGM FP inh	Mtb BioA inh	Rv3671c protease	Mtb FBA inh	FadD28 binding	GDH-TPI inh	PrPC TRFRET	BoNT-F LC inh	MazF activator
COC(=O)c1cc(-c2ccc(C)o2)nc2ccccc12
 : 0.3	-0.6	-2	2	-0.9	11	-15	-7	8
CCOC(=O)C1CCN(C(=O)NS(=O)(=O)c2ccc(C)cc2)CC1
 : 1.0	-1.2	-10	1	-3.0	-2	-8	1	-6
COc1ccc(NC(=O)CN(C)S(=O)(=O)c2cccc3nsnc23)cc1OC
 : -4.2	1.0	-11	-1	0.9	7	-31	-22	3

(list continues)
Values in the order: UGM FP inh	Mtb BioA inh	Rv3671c protease	Mtb FBA inh	FadD28 binding	GDH-TPI inh	PrPC TRFRET	BoNT-F LC inh	MazF activator
COc1ccccc1C1C2CCCCC2(O)CCN1CC(=O)Nc1ccccc1 (stereo unspecified)
 : -1.5	1.5	8	-2	-3.3	-8	nt	6	3
CC1CC(C)CN(S(=O)(=O)c2ccc(NC(=O)C3CC(=O)N(Cc4ccccc4)C3)cc2)C1 (stereo unspecified)
 : 1.5	-0.2	-22	2	-6.3	-7	-3	-2	7
COc1ccc(N(C)S(=O)(=O)c2cccc(C(=O)NCC(c3ccco3)N3CCCC3)c2)cc1 (stereo unspecified)
 : -2.6	-0.2	4	-2	-4.5	-14	7	0	-9
COC(=O)c1cccc(-c2noc(-c3ccccc3F)n2)c1
 : -1.8	-2.3	2	4	0.3	19	-9	6	-8
Cc1cc(O)ccc1N/C=C/c1onc(C)c1[N+](=O)[O-]
 : 0.1	nt	8	-19	-5.2	2	-19	-1	3
CCCCCC(=O)NCC(C)NC(=O)CCCCC (stereo unspecified)
 : 0.9	nt	0	0	-3.3	-6	5	-14	10
CCn1c(SCC(=O)Nc2ccc3c(c2)OCCO3)nnc1-c1cccnc1
 : 3.1	1.1	5	0	1.7	-4	4	-1	4
O=C(O)c1ccc(N2C(=O)/C(=C/c3ccc(-c4ccc([N+](=O)[O-])cc4)o3)C=C2c2ccccc2)cc1
 : 1.2	nt	-19	-4	4.1	-5	nt	-13	-6
C[C@H](CO)N1C[C@H](C)[C@@H](CN(C)Cc2ccccc2)Oc2c(NC(=O)Cc3ccccc3)cccc2C1=O
 : -4.1	-0.1	3	-3	-2.2	-10	-4	6	15
Cc1ccsc1C1Nc2ccccc2C(=O)N1O (stereo unspecified)
 : -5.3	-1.3	0	0	-2.7	0	7	-2	-1
CCN(CC)C(=O)c1[nH]cnc1C(=O)N[C@@H](C)c1ccccc1
 : 4.6	-3.6	-2	3	1.0	5	10	-6	7
CCOc1ccc(CCNC(=O)c2cc(C)nn2-c2ccccc2)cc1
 : 2.9	-1.5	-2	4	-1.4	7	8	-4	4
